Lipid droplet: hepatic lipid droplet formation modulation; AML12 mouse hepatocytes, oleate lipid droplets, BODIPY imaging; 0.4% of 240,000 active; inhibition, % at 6.5 µM;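 active = lipid droplet intensity inhibited by at least 50%, with more than 500 cells counted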
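Assay system: AML12 hepatocytes (mouse) / Also added: 100 µM oleic acid challenge / Times: overnight treatment with compound plus oleate / Detection: high-content imaging of BODIPY-stained droplets and DAPI nuclei / Evaluation: % inhibition of lipid droplet signal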
M17LAP inhibition: P. falciparum M17LAP inhibitors, primary screen, biochemical, fluorogenic H-Leu-NHMec substrate, 1536-well (AID 1619); 0.38% of 220,000 active; recombinant M17LAP, H-Leu-NHMec fluorogenic kinetic assay; higher % means a stronger effect; one-dose inhibition, % at 30 µM; IC50 in µM for titrated hits;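 active = compound inhibiting the enzyme by more than half at any dose during confirmatory dose-response retesting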;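 note: plate controls were full reaction with DMSO carrier for no effect and no enzyme background for full effect; strong numbers were not always called active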
human PMI inhibitors: human PMI inhibitors, high substrate, primary screen, biochemical, fluorescence intensity, high mannose 6-phosphate (AID 1220). recombinant PMI enzyme, coupled fluorescence intensity; higher % means a stronger effect. inhibition, % at 20 µM; hits with a dose series show IC50 in µM. 0.66% of 190,000 active
PMI inhibitors: inhibitors of human PMI, primary screen, biochemical, fluorescence intensity, coupled assay (AID 1209); purified PMI enzyme, coupled fluorescence intensity; higher % means a stronger effect; one-dose inhibition, % at 20 µM; IC50 in µM for titrated hits; 0.42% of 190,000 active;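 note: plate controls were DMSO vehicle for no effect and wells lacking substrate for full effect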
P. falciparum M1AAP: P. falciparum M1AAP inhibitors, biochemical, fluorogenic H-Leu-NHMec substrate, 1536-well (AID 1445). recombinant M1AAP, H-Leu-NHMec fluorogenic kinetic assay; higher % means a stronger effect. 0.42% of 220,000 active. one-dose inhibition, % at 30 µM; IC50 in µM for titrated hits;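 active = primary inhibition above the hit cutoff, then over 50% inhibition at one or more dose response concentrations, cut at about 23% in these data, passing the limit was not always enough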;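 note: plate controls were DMSO full reaction for no effect and no enzyme background for full effect; strong numbers were not always called active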
Siah-1 displacement: Siah-1 peptide-binding antagonists, primary screen, biochemical, fluorescence polarization, rhodamine-plectin, uHTS (AID 1817); 0.02% of 290,000 active; Siah-1 / rhodamine-plectin peptide fluorescence polarization; higher % means a stronger effect; one-dose displacement, % at 20 µM; IC50 in µM for titrated hits;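 active = displacement of at least 50% at 20 µM, with a fluorescence ratio check between 0.3 and a set limit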;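 note: plate controls were Siah plus tracer with DMSO for no effect and tracer alone without Siah for full effect; strong numbers were not always called active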
UTI89 phage lysis: inhibition of K1F phage lysis, E. coli UTI89, bacterial capsule biogenesis inhibitors, alamar blue (AID 488966) | E. coli UTI89 K1F phage lysis, alamar blue, 2 h; higher % means a stronger effect | one-dose inhibition, % at 100 µM; IC50 in µM for titrated hits | 0.02% of 340,000 active;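 active = phage lysis inhibition, versus mean bacterial control, above a set limit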;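 note: capsule biogenesis inhibitors block K1F phage lysis so surviving cells raise fluorescence; higher fluorescence means more inhibition of phage lysis; actives were called in the ten point dose series up to 300 µM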
XIAP antagonists: XIAP antagonists, biochemical, IAP family, fluorescence polarization (AID 1018) | 0.007% of 200,000 active | XIAP BIR domain, fluorescence polarization peptide displacement; higher % means a stronger effect | one-dose displacement, % at 20 µM; IC50 in µM for titrated hits; in the data active = displacement above about 50%; note: a part of the inactive calls stands beside numbers as strong as those of hits
TNAP activation fold: stimulation of alkaline phosphatase TNAP activity – biochemical, luminescent, no phosphate acceptor, uHTS, primary screen (AID 1001); 0.03% of 200,000 active; activation fold at 20 µM, or EC50 in µM where a hit was titrated; purified TNAP, luminescent activation assay, no phosphate acceptor; higher activation fold means a stronger effect; in the data active = activation fold from about 3, or a potency from the dose series; inactive = the rest, 99 in 100 with activation fold below about 1.6; note: many of its hits are not listed in these tables
Lipid droplet cells 6.5 µM: recorded beside Lipid droplet, whose call it bears; cell count; measured here: cell count, cytotoxicity flag;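 cells counted across two imaged fields per well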
* = called active by the depositor; [ ] = dose if it differs, or a comment. Cut-off read from the data, not from the text of the source, unless noted: active = inhibition above about 50%; inactive = the rest.

`COc1cc(/C=C/C(=O)O)cc(S(=O)(=O)N(CC(C)C)CC(C)C)c1OC` gave Lipid droplet -6, M17LAP inhibition 3%, human PMI inhibitors -6%, PMI inhibitors -8%, P. falciparum M1AAP 10%, Siah-1 displacement 0%, UTI89 phage lysis -1.1%, XIAP antagonists 1.1%, TNAP activation fold 1.1 and Lipid droplet cells 6.5 µM 661.
Screening CC(/C=C1\SC(=Nc2cccnc2)NC1=O)=C\c1ccccc1 returned Lipid droplet 3, M17LAP inhibition -2%, P. falciparum M1AAP 4%, Siah-1 displacement -3%, UTI89 phage lysis -1.6% and Lipid droplet cells 6.5 µM 725.
COc1cc(OC)cc(C(=O)N[C@H](C(=O)OCC(=O)Nc2ccc(F)c(F)c2)C(C)C)c1 was read as Lipid droplet 2, M17LAP inhibition 5%, human PMI inhibitors 22%, PMI inhibitors 15%, P. falciparum M1AAP -2%, Siah-1 displacement -5%, UTI89 phage lysis -0.1%[50 µM], XIAP antagonists -6.5%, TNAP activation fold 1.1 and Lipid droplet cells 6.5 µM 606.
For O=C(Nc1cc(-c2nn(CC(=O)N3CCCCC3)c(=O)c3ccccc23)ccc1N1CCOCC1)c1ccc(Cl)cc1 the results were M17LAP inhibition -10%, human PMI inhibitors 2%, PMI inhibitors 6%, P. falciparum M1AAP 3%, Siah-1 displacement -4%, UTI89 phage lysis 2.4%, XIAP antagonists -7.4% and TNAP activation fold 1.1.
For COC(=O)c1[nH]c2ccccc2c1NC(=O)CCN1CCSCC1 the results were M17LAP inhibition 9%, human PMI inhibitors 0%, PMI inhibitors -3%, P. falciparum M1AAP 4%, Siah-1 displacement 1%, UTI89 phage lysis -0.1%, XIAP antagonists -5.6% and TNAP activation fold 1.1.
For COCCn1c(=S)[nH]c2cc(C(=O)N3CCN(c4ccccc4OC)CC3)ccc2c1=O the results were M17LAP inhibition -7%, human PMI inhibitors 2%, PMI inhibitors 3%, P. falciparum M1AAP 4%, Siah-1 displacement -3%, UTI89 phage lysis 4.5%, XIAP antagonists -1.5% and TNAP activation fold 1.1.
CCC(=O)Oc1ccc(NC(=O)CSCc2ccccc2)cc1 was read as Lipid droplet -10, M17LAP inhibition 3%, human PMI inhibitors -11%, PMI inhibitors -8%, P. falciparum M1AAP 4%, Siah-1 displacement 0%, UTI89 phage lysis 0.1%, XIAP antagonists -2.4%, TNAP activation fold 1 and Lipid droplet cells 6.5 µM 611.
Screening COCCNC(=O)c1ccccc1N(Cc1ccccc1)S(=O)(=O)c1ccc(C)cc1 returned Lipid droplet -4, M17LAP inhibition 0%, P. falciparum M1AAP 3%, Siah-1 displacement 9%, UTI89 phage lysis 0.3%, XIAP antagonists -2.2%, TNAP activation fold 1 and Lipid droplet cells 6.5 µM 715.
For CC(C)NC(=O)COC(=O)/C=C/c1ccco1 the results were Lipid droplet -14, M17LAP inhibition 18%, human PMI inhibitors -4%, PMI inhibitors -9%, P. falciparum M1AAP 12%, Siah-1 displacement 8%, UTI89 phage lysis 2.1%[50 µM], XIAP antagonists -14%, TNAP activation fold 1.1 and Lipid droplet cells 6.5 µM 624.
`Cc1ccc2cc(COC(=O)c3ccco3)c(=O)[nH]c2c1` gave Lipid droplet 6, M17LAP inhibition 8%, human PMI inhibitors -11%, PMI inhibitors -7%, P. falciparum M1AAP -1%, Siah-1 displacement 2%, UTI89 phage lysis -0.1%, XIAP antagonists -7.6%, TNAP activation fold 1.1 and Lipid droplet cells 6.5 µM 740.
CCOCc1nnc(NC(=O)c2cccs2)s1 was read as Lipid droplet 13, M17LAP inhibition 25%, human PMI inhibitors 10%, PMI inhibitors 13%, P. falciparum M1AAP 15%, Siah-1 displacement 2%, UTI89 phage lysis 1.0%, XIAP antagonists 1.9%, TNAP activation fold 1.1 and Lipid droplet cells 6.5 µM 756.
For O=c1cc(N2CCN(c3cccc(Cl)c3)CC2)[nH]c(=O)n1C1CCCCC1 the results were M17LAP inhibition 18%, human PMI inhibitors -3%, PMI inhibitors -6%, P. falciparum M1AAP 1%, Siah-1 displacement 2%, UTI89 phage lysis -0.8%, XIAP antagonists -0.6% and TNAP activation fold 1.1.
Screening Cn1c(N)c(C(=O)COC(=O)c2ccco2)c(=O)n(C)c1=O returned M17LAP inhibition 8%, human PMI inhibitors -4%, PMI inhibitors -6%, P. falciparum M1AAP 9%, Siah-1 displacement -1%, UTI89 phage lysis 0.1%, XIAP antagonists -3.2% and TNAP activation fold 1.
`CCOC(=O)C1(Cc2ccccc2)CCN(Cc2ccc3c(c2)OCCO3)CC1` gave Lipid droplet -18, M17LAP inhibition 13%, human PMI inhibitors -4%, PMI inhibitors 2%, P. falciparum M1AAP 0%, Siah-1 displacement 1%, UTI89 phage lysis 0.3%, XIAP antagonists -7.0%, TNAP activation fold 1 and Lipid droplet cells 6.5 µM 688.
For CCOC(=O)C(=O)Nc1cc(C(=O)OC)cc(C(=O)OC)c1 the results were Lipid droplet -4, M17LAP inhibition 2%, human PMI inhibitors -5%, PMI inhibitors -6%, P. falciparum M1AAP 6%, Siah-1 displacement 2%, UTI89 phage lysis 0.0%, XIAP antagonists -9.4%, TNAP activation fold 1.1 and Lipid droplet cells 6.5 µM 655.

Continued, overlapping the part above by two compounds.
`CCOC(=O)C1(Cc2ccccc2)CCN(Cc2ccc3c(c2)OCCO3)CC1` gave Lipid droplet -18, M17LAP inhibition 13%, human PMI inhibitors -4%, PMI inhibitors 2%, P. falciparum M1AAP 0%, Siah-1 displacement 1%, UTI89 phage lysis 0.3%, XIAP antagonists -7.0%, TNAP activation fold 1 and Lipid droplet cells 6.5 µM 688.
For CCOC(=O)C(=O)Nc1cc(C(=O)OC)cc(C(=O)OC)c1 the results were Lipid droplet -4, M17LAP inhibition 2%, human PMI inhibitors -5%, PMI inhibitors -6%, P. falciparum M1AAP 6%, Siah-1 displacement 2%, UTI89 phage lysis 0.0%, XIAP antagonists -9.4%, TNAP activation fold 1.1 and Lipid droplet cells 6.5 µM 655.
For COc1cc(/C=C2/SC(=Nc3ccc(O)cc3)NC2=O)cc(OC)c1O the results were Lipid droplet 11, M17LAP inhibition -12%, human PMI inhibitors 21%, PMI inhibitors 0%, P. falciparum M1AAP 14%, Siah-1 displacement -11%, UTI89 phage lysis 0.0%, XIAP antagonists -0.8%, TNAP activation fold 0.7 and Lipid droplet cells 6.5 µM 664.
`CCCCCc1ccc(OCCOCCn2c[n+](C)c3ccccc32)c(CCCCC)c1` gave Lipid droplet -9, M17LAP inhibition -1%, human PMI inhibitors -9%, PMI inhibitors -9%, P. falciparum M1AAP 12%, Siah-1 displacement -8%, UTI89 phage lysis -1.8%, XIAP antagonists -3.2%, TNAP activation fold 1 and Lipid droplet cells 6.5 µM 636.
Screening CCOC(=O)C(CC)Sc1nc2c(c(=O)[nH]c(=O)n2C)n1CCc1ccccc1 (stereo not given) returned M17LAP inhibition -3%, human PMI inhibitors -8%, PMI inhibitors -3%, P. falciparum M1AAP 3%, Siah-1 displacement 0%, UTI89 phage lysis 0.1%, XIAP antagonists 0.0% and TNAP activation fold 1.1.
Cc1cccc(C)c1NC(=O)CSc1ccc([N+](=O)[O-])cn1 was read as Lipid droplet 16, M17LAP inhibition 3%, human PMI inhibitors -3%, PMI inhibitors -12%, P. falciparum M1AAP 3%, Siah-1 displacement 7%, UTI89 phage lysis 3.2%, XIAP antagonists 2.5%, TNAP activation fold 1.2 and Lipid droplet cells 6.5 µM 656.
CCCn1c(SCC(=O)c2ccc3c(c2)OCCO3)nnc1C(C)C was read as M17LAP inhibition 17%, human PMI inhibitors 0%, PMI inhibitors -4%, P. falciparum M1AAP 1%, Siah-1 displacement -1%, UTI89 phage lysis 0.7%, XIAP antagonists -4.8% and TNAP activation fold 1.2.
COc1ccccc1OS(=O)(=O)c1ccc(NC(C)=O)cc1 was read as Lipid droplet 0, M17LAP inhibition 2%, human PMI inhibitors -7%, PMI inhibitors -12%, P. falciparum M1AAP 0%, Siah-1 displacement -8%, UTI89 phage lysis -0.5%, XIAP antagonists -9.2%, TNAP activation fold 1.1 and Lipid droplet cells 6.5 µM 660.
`COc1cccc(/C=N/NC(=O)C(=O)N/N=C/c2cccc(OC)c2OC)c1OC` gave Lipid droplet 0, M17LAP inhibition -12%, human PMI inhibitors -6%, PMI inhibitors -1%, P. falciparum M1AAP 4%, Siah-1 displacement 7%, UTI89 phage lysis 3.8%[50 µM], XIAP antagonists -1.1%, TNAP activation fold 1.1 and Lipid droplet cells 6.5 µM 693.
CC(CC(=O)O)CC1=NS(=O)(=O)c2ccccc2N1 (stereo not given) was read as Lipid droplet 0, M17LAP inhibition -18%, human PMI inhibitors 1%, PMI inhibitors 7%, P. falciparum M1AAP 10%, Siah-1 displacement 0%, UTI89 phage lysis -0.3%, XIAP antagonists -3.2%, TNAP activation fold 1.1 and Lipid droplet cells 6.5 µM 773.
Screening CCCCn1c(N)c(N(CCOC)C(=O)CSc2nc3ccc(C)cc3[nH]2)c(=O)[nH]c1=O returned M17LAP inhibition 6%, human PMI inhibitors -6%, PMI inhibitors 0%, P. falciparum M1AAP 0%, Siah-1 displacement -3%, UTI89 phage lysis 2.0%, XIAP antagonists -4.9% and TNAP activation fold 1.1.
`COc1ccc(S(=O)(=O)N2CCCC(C(=O)NCc3ccccn3)C2)cc1Cl` (stereo not given) gave Lipid droplet 0, M17LAP inhibition 8%, human PMI inhibitors 45%, PMI inhibitors 62%*, P. falciparum M1AAP 7%, Siah-1 displacement 0%, UTI89 phage lysis 2.1%, XIAP antagonists -1.7%, TNAP activation fold 1 and Lipid droplet cells 6.5 µM 690.
CC(=O)Nc1ccc2nc(NC(=O)COc3ccccc3)sc2c1 was read as Lipid droplet 28, M17LAP inhibition 4%, human PMI inhibitors -5%, PMI inhibitors -6%, P. falciparum M1AAP 11%, Siah-1 displacement -5%, UTI89 phage lysis 0.5%, XIAP antagonists -7.2%, TNAP activation fold 1.1 and Lipid droplet cells 6.5 µM 769.
Screening CC1(C)CC2(CCO1)OC(=O)CC2C(=O)Nc1cccc2ccccc12 (stereo not given) returned Lipid droplet -1, M17LAP inhibition 3%, human PMI inhibitors -2%, PMI inhibitors -3%, P. falciparum M1AAP 8%, Siah-1 displacement -4%, UTI89 phage lysis 0.4%, XIAP antagonists -3.8%, TNAP activation fold 1.1 and Lipid droplet cells 6.5 µM 791.
For Cc1ccc(C)c(OCCCC(=O)Nc2ccccc2C(N)=O)c1 the results were Lipid droplet 16, M17LAP inhibition -1%, human PMI inhibitors -2%, PMI inhibitors 6%, P. falciparum M1AAP 2%, Siah-1 displacement 6%, UTI89 phage lysis 1.2%, XIAP antagonists -5.3%, TNAP activation fold 1.1 and Lipid droplet cells 6.5 µM 642.
Cc1csc2ncnc(N3CCN(C(=S)Nc4ccc(C(F)(F)F)cc4)CC3)c12 was read as Lipid droplet -33, M17LAP inhibition -11%, P. falciparum M1AAP -3%, Siah-1 displacement 7% and Lipid droplet cells 6.5 µM 689.
